# Diaph inh CS = diaphorase inhibition or chemical oxidation counter-screen; diaphorase resazurin-to-resorufin fluorescence, NADH, 16 min; bacterial (C. kluyveri) enzyme, not human; inhibition, % at 20 µM; 0.69% of 190,000 active;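 active = primary screen inhibition at 20 µM above a set limit, cut at about 50% in these data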;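 note: plate controls were DMSO with full reaction for no effect and wells lacking NADH for full effect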
#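 System: Diaphorase enzyme from Clostridium kluyveri | Amount: Enzyme working solution with 0.14 U/mL diaphorase | Benchmarks: No-NADH positive control and DMSO neutral control | Signal: Fluorescence of resorufin formed from resazurin, Ex 544/Em 590 nm | Schedule: 16-min room-temperature incubation before reading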
# TNAP act hi DEA = increases human TNAP activity under high phosphate acceptor concentration | P05186 | purified TNAP, CDP-star luminescence, 1 M DEA, 30 min; hits give high values; 0 = EDTA background, 1 = DMSO-only activity | activation factor at 20 µM | 200,000 tested, under 10 active | AID 1136;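 active = activation factor at least 2 at 20 µM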
# Target sequence (P05186 whole entry, looked up): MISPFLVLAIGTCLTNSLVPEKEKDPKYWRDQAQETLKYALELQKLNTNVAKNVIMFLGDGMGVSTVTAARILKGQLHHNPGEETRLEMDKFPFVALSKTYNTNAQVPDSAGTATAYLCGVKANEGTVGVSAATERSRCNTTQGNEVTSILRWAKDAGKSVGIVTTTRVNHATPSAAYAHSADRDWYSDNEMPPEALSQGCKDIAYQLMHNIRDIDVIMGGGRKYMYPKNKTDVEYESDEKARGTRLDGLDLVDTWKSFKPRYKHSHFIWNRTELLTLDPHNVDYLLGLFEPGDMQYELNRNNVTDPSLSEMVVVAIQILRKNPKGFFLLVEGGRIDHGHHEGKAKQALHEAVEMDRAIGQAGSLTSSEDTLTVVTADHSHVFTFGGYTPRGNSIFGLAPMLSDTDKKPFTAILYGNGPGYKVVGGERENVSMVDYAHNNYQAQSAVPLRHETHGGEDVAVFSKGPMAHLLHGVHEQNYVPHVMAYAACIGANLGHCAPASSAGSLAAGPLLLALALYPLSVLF
#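 Dosing: 20 µM single point. System: human TNAP. Amount: TNAP 1/800 final. Incubation: 30 min, room temperature. Read-out: TNAP activation factor scaled between EDTA and DMSO control wells. Signal: luminescence from CDP-star hydrolysis. Medium: 1 M DEA, pH 9.8, Mg2+, Zn2+. Control set: EDTA negative control, DMSO positive control.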
# Diaphorase act = counter-screen for diaphorase-based assays: diaphorase activators and chemical reducers; Diaphorase/resazurin coupled assay, resorufin fluorescence, 16 min; hits give high values; 1 = vehicle wells, 0 = NADH-free wells; activation factor at 20 µM; 0.005% of 190,000 active; AID 1229;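 active = diaphorase activity raised at least twofold by the compound at 20 µM; inactive = activation factor below 2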
#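 Material: bacterial diaphorase enzyme (C. kluyveri); amount: enzyme 0.07 U/mL final; reagent: NADH substrate 0.114 mM plus resazurin dye 0.1 mM, final; doses: single compound dose of 20 µM, 1% DMSO final; timing: 16 min enzyme reaction, ambient temperature; measured by: fluorescence of resorufin, 544 nm excitation, 590 nm emission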
# bIAP act = increases bovine intestinal alkaline phosphatase activity; 0.17% of 200,000 active; activation factor at 20 µM; purified bovine IAP, CDP-star luminescence, 30 min; hits give high values; fold of DMSO-control signal, blank-subtracted;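 active = activation factor of 2 or more at 20 µM, a signal rise over negative controls twice the positive control's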
# PMI act satM6P = increases human PMI activity with near-saturating mannose 6-phosphate; P34949; coupled PMI enzyme assay, resazurin fluorescence, 20 min; hits give high values; 1 = untreated enzyme, 0 = substrate-free blank; activation factor at 20 µM; 0.34% of 190,000 active;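 active = activation factor of 2 or more at 20 µM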
# Target sequence (P34949 whole entry, looked up): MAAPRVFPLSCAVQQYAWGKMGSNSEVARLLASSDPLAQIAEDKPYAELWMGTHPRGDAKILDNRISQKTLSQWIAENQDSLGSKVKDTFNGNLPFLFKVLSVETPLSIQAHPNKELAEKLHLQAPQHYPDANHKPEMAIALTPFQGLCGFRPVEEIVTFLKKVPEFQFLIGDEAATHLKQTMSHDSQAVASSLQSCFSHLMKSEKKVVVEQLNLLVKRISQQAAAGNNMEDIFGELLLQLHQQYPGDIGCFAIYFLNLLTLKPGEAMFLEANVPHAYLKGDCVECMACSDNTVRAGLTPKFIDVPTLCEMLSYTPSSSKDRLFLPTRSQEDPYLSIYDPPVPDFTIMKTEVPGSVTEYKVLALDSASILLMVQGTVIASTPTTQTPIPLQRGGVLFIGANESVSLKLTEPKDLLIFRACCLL
#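 Test system: human PMI in coupled enzyme assay; Input: PMI at 15 ng/mL final; Medium: HEPES buffer, pH 7.4; Schedule: 20 min incubation at room temperature; Technique: resorufin fluorescence at Ex 544/Em 590 nm; Compound: 20 µM single dose; Probe or stimulus: Near-saturating mannose-6-phosphate, 1.0 mM.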
# Lmaj promast = reduces viability of Leishmania major promastigotes; resazurin fluorescence viability; inhibition, % at 10 µM; 9% of 200,000 active; AID 1063; in the data active = inhibition above about 50%;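 note: promastigotes grown with compound for 44 hours at 28 °C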
# bIAP inhibitor = intestinal alkaline phosphatase (bovine) inhibition; 190,000 tested, under 10 active; purified bovine IAP, CDP-star luminescence, 30 min; AID 1019; inhibition, % at 20 µM;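 active = over 50% inhibition of intestinal alkaline phosphatase at 20 µM in the single-dose screen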
#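 System: Purified bovine intestinal alkaline phosphatase (IAP) enzyme | Input: IAP diluted 1/65,000,000 in the well | Also added: CDP-star chemiluminescent phosphatase substrate, 30 µM final | Dosing: 20 µM single dose | Times: Enzyme reaction for 30 min at room temperature | Detection: Luminescence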
# TNAP inh hiacc = TNAP (human) inhibition, high acceptor; purified TNAP, CDP-star luminescence, 1 M DEA; inhibition, % at 20 µM; 0.03% of 200,000 active; P05186;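 active = over 50% inhibition of tissue-nonspecific alkaline phosphatase at 20 µM in the single-dose screen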;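 note: plate controls were DMSO wells for no effect and EDTA-quenched wells as full inhibition for full effect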
# PMI act = increases human mannose-6-phosphate isomerase activity. P34949. AID 1214. activation factor at 20 µM. purified human PMI, coupled resazurin fluorescence, 20 min; hits give high values; 1 = vehicle control, 0 substrate-free wells. 0.005% of 190,000 active;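 active = activation factor of 2 or more at 20 µM, relative to plate controls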
# TNAP inh no acc = inhibitors of human TNAP without phosphate acceptor | P05186 | purified TNAP, CDP-star luminescence, 30 min | inhibition, % at 20 µM | 0.26% of 200,000 active;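 active = tissue-nonspecific alkaline phosphatase inhibition above about 50% at 20 µM in the single-dose screen, limit read from the data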;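 note: 0% = DMSO negative control and 100% = EDTA positive control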
# An asterisk follows results filed as active.
SMILES,Diaph inh CS,TNAP act hi DEA,Diaphorase act,bIAP act,PMI act satM6P,Lmaj promast,bIAP inhibitor,TNAP inh hiacc,PMI act,TNAP inh no acc
COC(=O)c1ccccc1N1C(=O)C2C(C1=O)[C@H]1C=C[C@@H]2C1 (some centres undefined),3,1,1,0.9,1.1,2,11,-2,1,-10
Cc1cccc(C(=O)NCC(c2ccc(F)cc2)N2CCOCC2)c1 (centres undefined),-3,1,1,1.2,1.1,-10,-16,-2,1.1,2
COc1ccc(S(=O)(=O)N2CCOC2CNC(=O)C(=O)NCCc2ccc(OC)c(OC)c2)cc1 (centres undefined),17,1.1,0.8,0.9,1,-4,6,-5,1,-8
CCOC(=O)Nc1cc(=O)c2ccccc2o1,13,1,0.9,0.9,1,2,6,-2,1,-10
Cc1nn2c(=O)c(NC(=O)c3ccc(Cl)cc3)cnc2s1,8,1,0.9,1,1,0,-3,-4,1,-12
CCOC(=O)c1ccc(NC(=O)CSCC(=O)OCC(=O)c2ccccc2)cc1,23,1,0.8,1.1,0.9,-4,-6,-3,0.8,-16
CC1(NC(=O)NCc2ccco2)CCS(=O)(=O)C1 (centres undefined),15,1,0.8,0.9,0.9,-8,5,2,0.9,-8
Cc1ccc(COCC(CC(C)C)N2CCN(C(=O)c3cccc(C(F)(F)F)c3)CCC2=O)cc1 (centres undefined),0,1,1,0.6,1,22,38,0,1.1,0
Cn1c(=O)c2nc3ccccc3nc2n(C)c1=O,3,1.1,1,0.9,1.6,-3,13,-6,1.5,-6
Cc1cc(N2CCOCC2)nc(N)n1,-3,1,1,1,1.1,-8,0,-1,1.1,10
COc1ccc2c(CC(=O)OCC(=O)Nc3cc(C)c(C)cc3[N+](=O)[O-])coc2c1,8,1,0.9,1,1,-4,-4,-3,1,-4
COc1ccc(C(=O)COC(=O)c2nn(C)c(=O)c3ccccc23)c(OC)c1,0,1,1,1.1,1,-4,-6,-2,1,-4
CC(C)(C)NC(=O)COC(=O)c1ccc(S(=O)(=O)N2CCCCCC2)cc1,18,1,0.8,1,0.9,-5,4,-2,1,-4
COc1cccc(/C=C2\N=C(C3CCCCC3)OC2=O)c1OC,3,1,1,1,1.1,1,2,-1,1.1,-5
COc1cccc(C(=O)N2CCN(C3CCC(c4ccccc4)CC3)CC2)c1 (centres undefined),12,1,0.9,1.1,0.9,89*,-11,-4,0.8,-7
CCc1nnc(NC(=O)c2cc(S(=O)(=O)N3CCCCC3)ccc2N2CCOCC2)s1,16,1,0.8,1.1,0.9,8,-12,-5,0.9,-12
CO/N=C/NC(=O)NOCc1ncc(C(F)(F)F)cc1Cl,4,1,1,0.9,1.1,-5,6,-4,1,-10
Cc1c(C)[n+](=O)c(-c2ccc(F)cc2)c(C)n1[O-],19,1.1,0.8,0.9,0.9,-2,7,-5,0.9,-6
CCCC12CN3CC(C)(CN(C1)C3c1ccc(OC)cc1)C2=O (centres undefined),10,1.1,0.9,0.9,1,-6,6,-7,1,-21
CCc1ccc(N2C(=O)Nc3ccccc3C2(O)C(=O)N2CCN(c3ccccn3)CC2)cc1 (centres undefined),13,1,0.9,1.1,0.9,69*,-13,-5,1,-9
CC(C)(C)c1cc(C(=O)O)nn1-c1ccccc1,9,1,0.9,1,1,4,4,-1,0.9,-6
CCCn1c(SCC(=O)NC)nnc1C(C)C,14,1.1,0.9,0.9,1,-3,8,-9,1,-17
CN(Cc1ccccc1)Cc1c(F)cccc1F,17,1,0.8,1,0.9,-7,2,0,0.8,-8
COc1ccc2[nH]c(=O)c(C(c3nnnn3C3CCCC3)N(C)C3CCCCC3)cc2c1 (centres undefined),28,1.1,0.7,1,0.8,53*,4,-8,0.8,-6
COC(=O)c1ccc(NC(=O)CNC(=O)C2CCCCC2)cc1,9,1,0.9,1,1,1,3,-4,1,-11
CCOc1ccccc1NC(=O)c1cccc2c1C(=O)N(CCOC)C2,32,1.1,0.7,1,0.9,-2,4,-7,0.9,-18
COc1ccccc1OCC(=O)NN1Cc2ccccc2C1=N,14,1.1,0.9,0.9,1.4,-2,14,-7,1.3,-15
COc1cccc(NC(=O)CN2CCN(c3ccccc3F)CC2)c1,19,1.1,0.8,1,1.1,-6,-2,-6,1,-15
CN1CCN(c2nc(-c3ccccc3)ncc2S(=O)(=O)c2ccccc2)CC1,7,1,0.9,0.9,1,20,8,-2,0.9,6
O=C(Nc1ccccc1)Nc1ccc2snnc2c1,11,1,0.9,1,1.3,36,3,-2,1.2,3
CCOC(=O)c1sc(=NC(=O)c2ccc(C)cc2)n(C)c1C,12,1,0.9,1.1,1,-6,-8,-3,0.9,-10
CCOC(=O)C1CCCN(Cc2ccccc2Cl)C1 (centres undefined),2,1.1,1,0.9,1.1,17,13,-6,1,0
Cc1nn(-c2ccc(F)cc2)c(C)c1CN1CCN(Cc2ccccc2)C(CCO)C1 (centres undefined),4,1.1,1,1,1,13,-1,-6,1,-5
CCOP(=O)(OCC)c1nc(/C=C/c2ccccc2)oc1NCc1ccc(OC)cc1,52*,1,0.5,1.2,0.9,13,-18,-4,0.9,-11
Cc1nc2ccccc2n1CC(O)COc1ccccc1Cl (centres undefined),6,1,0.9,1,1,7,-1,-4,1.1,-10
O=C(c1ccco1)N1CCN(C2=NS(=O)(=O)c3ccccc32)CC1,7,1,0.9,0.9,1,-7,13,-4,0.9,-13
CCCCC(NC(=O)c1ccccc1)C(=O)OCC(=O)N1c2ccccc2Sc2ccccc21 (centres undefined),11,1,0.9,1,0.9,75*,-2,-3,1,-8
Cn1c(=O)c2c(nc(NCc3ccc4c(c3)OCO4)n2Cc2ccc(F)cc2)n(C)c1=O,18,1,0.8,0.9,0.8,8,7,0,0.8,-7
CCn1c(=O)cc(OCC(=O)Nc2ccc(OC)c(OC)c2)c2ccccc21,8,1,0.9,1.2,0.9,17,-16,-5,0.9,-6
O=C(NC1CCCc2ccccc21)C1CCN(S(=O)(=O)c2cccc3nonc23)CC1 (centres undefined),10,1.1,0.9,0.8,1,0,22,-6,1,-13
S=C(Nc1ccccc1Cl)Nc1ccc(Cl)cc1Cl,11,1,0.9,0.8,0.9,9,19,-2,0.9,5
Cc1cccc(Oc2cc(NC(=O)c3ccccc3)cc([N+](=O)[O-])c2)c1,6,1,0.9,0.9,0.9,5,10,-5,0.9,-1
O=C1NCCc2c1[nH]c1ccc([N+](=O)[O-])cc21,2,1,1,1,1,12,-4,-2,1,-8
CCC(C)NC(=O)c1csc2c1CCCCC2 (centres undefined),0,1,1,0.9,1.1,-3,13,-5,1,-1
COc1ccccc1N1CCN(CC(O)COc2c(OC)cccc2OC)CC1 (centres undefined),22,1,0.8,1,0.5,-2,0,-3,0.8,-8
O=C1CC(N2CCN(Cc3ccccc3)CC2)C(=O)N1c1ccccc1 (centres undefined),8,1,0.9,1,1,-6,0,-4,0.9,-9
CN(C)C(=O)CCc1nc(-c2ccc(C(C)(C)C)cc2)no1,-6,1,1.1,1,1.1,-3,-1,-3,1.1,-10
O=C(CSc1nc2ccccc2n1CC(=O)N1CCOCC1)N1CCCC1,5,0.9,0.9,1.1,0.9,-5,-14,5,1,-5
CCCn1nc(C(=O)N2CCc3ccccc3C2)c2ccccc2c1=O,12,1.1,0.9,0.9,1,0,8,-6,0.9,-9
CC(C)(C)c1[nH]nc2c1C(c1cccnc1)C(C#N)=C(N)O2 (centres undefined),10,1,0.9,0.9,0.9,-5,11,2,0.9,-2
COc1ccc(CC(=O)Nc2cc(C)on2)cc1,8,1,0.9,0.9,0.9,-9,11,-1,0.9,-9
CCC(C)c1ccccc1NC(=S)Nc1cccnc1 (centres undefined),6,1,0.9,0.9,1.1,5,12,-2,1.1,-12
Cc1ccc(N2CC(C(=O)Nc3ccccc3C(=O)NC3CCCCC3)CC2=O)cc1 (centres undefined),8,1,0.9,1.3,1,-3,-27,3,1,-6
CCc1c(C)nc(SCC(=O)N2CCN(c3ccccc3OC)CC2)[nH]c1=O,9,1,0.9,1.1,1,-9,-6,-4,1,-12
COc1cccc(NC(=O)NCCc2ccc(Cl)cc2)c1,9,1,0.9,1,1,8,-1,2,0.9,-3
Cc1ccc(OCc2nc(C#N)c(NCCCn3ccnc3)o2)cc1,2,1.1,1,1.1,1,-3,-9,-5,1,-4

# Entries above that have a Cl atom:
SMILES,Diaph inh CS,TNAP act hi DEA,Diaphorase act,bIAP act,PMI act satM6P,Lmaj promast,bIAP inhibitor,TNAP inh hiacc,PMI act,TNAP inh no acc
Cc1nn2c(=O)c(NC(=O)c3ccc(Cl)cc3)cnc2s1,8,1,0.9,1,1,0,-3,-4,1,-12
CO/N=C/NC(=O)NOCc1ncc(C(F)(F)F)cc1Cl,4,1,1,0.9,1.1,-5,6,-4,1,-10
CCOC(=O)C1CCCN(Cc2ccccc2Cl)C1 (centres undefined),2,1.1,1,0.9,1.1,17,13,-6,1,0
Cc1nc2ccccc2n1CC(O)COc1ccccc1Cl (centres undefined),6,1,0.9,1,1,7,-1,-4,1.1,-10
S=C(Nc1ccccc1Cl)Nc1ccc(Cl)cc1Cl,11,1,0.9,0.8,0.9,9,19,-2,0.9,5
COc1cccc(NC(=O)NCCc2ccc(Cl)cc2)c1,9,1,0.9,1,1,8,-1,2,0.9,-3
